Bioassay records as filed in PubChem.
D1 agonist: agonists of human D1 dopamine receptor | AID 504660 | hit rate 1% among 360,000 | P21728 | HEK293 T-REx D1 cells, calcium flux, agonist mode | activation, % at 2 µM; in the data active = activation above about 30%; note: 0% is about no effect
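Agonism was scored from calcium flux recorded over 180 s (1 read/s) after pintool compound addition, following a 10-cycle baseline. Cells were inducible force-coupled HEK293 TREx D1, plated overnight at 30 C and loaded with no-wash calcium dye.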
RXFP1 agonist: activates the human relaxin receptor RXFP1; HEK293T-RXFP1 cAMP TR-FRET, 30 min; response scale: percent of porcine relaxin response, buffer zero; hit rate 0.3% among 370,000; Potency, µM (highest dose often 57.5 µM), for the others: at the top dose activation, most hits filed as activators; Q9HBX9; AID 2676; note: potency is the fitted concentration of half-maximal effect; % is set by controls: 0 for no effect and ±100 for the full control effect; nearly all actives have a fitted effect of over 60% in size; many of its hits are not listed in these tables
Target sequence (Q9HBX9 whole entry, looked up): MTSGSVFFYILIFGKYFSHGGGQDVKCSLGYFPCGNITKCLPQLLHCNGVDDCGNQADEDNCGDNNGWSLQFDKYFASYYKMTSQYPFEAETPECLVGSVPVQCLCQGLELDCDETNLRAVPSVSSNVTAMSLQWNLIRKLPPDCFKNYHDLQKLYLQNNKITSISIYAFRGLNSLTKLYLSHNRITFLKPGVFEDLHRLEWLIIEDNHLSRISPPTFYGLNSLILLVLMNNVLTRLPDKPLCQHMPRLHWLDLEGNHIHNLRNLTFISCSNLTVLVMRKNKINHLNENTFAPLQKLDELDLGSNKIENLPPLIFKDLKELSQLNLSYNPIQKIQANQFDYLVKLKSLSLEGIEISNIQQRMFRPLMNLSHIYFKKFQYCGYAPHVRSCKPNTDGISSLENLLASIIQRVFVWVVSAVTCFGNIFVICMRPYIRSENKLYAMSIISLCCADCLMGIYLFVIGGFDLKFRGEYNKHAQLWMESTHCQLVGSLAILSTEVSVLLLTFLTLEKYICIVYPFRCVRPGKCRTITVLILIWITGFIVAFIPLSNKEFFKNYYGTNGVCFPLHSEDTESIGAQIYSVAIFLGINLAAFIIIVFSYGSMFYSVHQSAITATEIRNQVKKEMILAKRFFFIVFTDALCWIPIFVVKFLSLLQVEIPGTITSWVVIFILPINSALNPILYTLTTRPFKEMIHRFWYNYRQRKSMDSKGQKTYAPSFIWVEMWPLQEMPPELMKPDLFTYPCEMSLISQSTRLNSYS
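HEK293T cells stably expressing RXFP1 were pretreated with the PDE4 inhibitor Ro 20174, exposed to compounds for 30 min at 37C, lysed, and cAMP was read by TR-FRET. Data normalized to buffer (basal) and 29 nM porcine relaxin (100%).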
Vif-A3F inh: Vif-A3F binding inhibition; AID 602313; Potency, µM (series often up to 46.1 µM), for inactives: at the highest dose activity, negative = active; hit rate 0.2% among 390,000; HeLa A3F-eYFP + Vif (tagged APOBEC3F with the HIV-1 protein that degrades it), YFP fluorescence increase; note: potency is the fitted concentration of half-maximal effect; % of control where 0% means no effect; nearly all actives have a fitted effect of over 65% in size
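HeLa cells stably expressing A3F-eYFP plus Vif, plated and incubated overnight at 37 deg C, then exposed to compounds overnight at 37 deg C. Blocked degradation read as raised yellow fluorescence (Ex 488/Em 500-530).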
D1 potentiator: potentiators of human D1 dopamine receptor; potentiation, % at 10 µM; P21728; HEK293 TREx D1 cells, calcium flux, dopamine EC20 potentiation; hit rate 0.036% among 360,000; in the data active = potentiation above about 30%; note: 0% is about no effect
D2 PAM: positively modulates the human D2 dopamine receptor allosterically; P14416; HEK293 T-REx D2, calcium flux, EC20 dopamine potentiation; potentiation, % at 10 µM; hit rate 0.34% among 340,000; AID 485347;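 active = potentiation over 3 SD above the plate norm, cut at about 30% in these data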; note: 0% is about no effect
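Tetracycline-induced Hek293 Trex D2 cells, force-coupled to calcium, loaded with no-wash calcium dye. Compound added with 180 s kinetic read for agonism, then EC20 dopamine and a further 180 s read for potentiation.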
D1 antag: human D1 dopamine receptor antagonism. P21728. activity change, negative = inhibition, % at 10 µM. HEK293 TREx D1 cells, calcium flux, dopamine EC80; active compounds read low. hit rate 3.2% among 360,000; in the data active = activity change below about -30%; note: % is set by controls: 0 for no effect and ±100 for the full control effect
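Compound effects on dopamine-evoked calcium signalling were measured in tetracycline-induced HEK293 Trex D1 cells. Dopamine at EC80 followed a 180 s compound pre-read, and fluorescence was tracked kinetically for 180 s more.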
RXFP1 antag: blocks the human relaxin receptor RXFP1 | HEK293-RXFP1, relaxin-stimulated cAMP HTRF, 30 min; active compounds read low | AID 1259400 | hit rate 0.59% among 350,000 | activity change, negative = inhibition, % at 57.5 µM;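 active = activity change of -60% or lower, but not beyond a set lower limit; inconclusive = change between -60% and -40%, or beyond the set limit; inactive = change above -40%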; note: % is set by controls: 0 for no effect and ±100 for the full control effect
Glioma ERSR ind: inducers of ER stress response in human glioma cells. U87-MG GRP78 promoter luciferase reporter, 16 h. Potency, µM, without a hit: at the highest dose activation, hits mostly activators. hit rate 0.02% among 420,000; note: potency is the fitted concentration of half-maximal effect; series mostly up to about 76 µM; % of control where 0% means no effect; nearly all actives have a fitted effect of over 35% in size
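Stably transfected U87-MG glioma cells carrying a GRP78-based luciferase sensor; 16 h compound incubation. Luminescence end-point read 10 min after Bright-Glo addition at room temperature.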
Vif-APOBEC3G blk: inhibitors of Vif-APOBEC3G interaction. Q9HC16. hit rate 0.076% among 410,000. Potency, µM (top dose mostly 46.1 µM), for the others: top-dose activity, negative = active, actives largely listed as inhibitors. HeLa A3G-eYFP + Vif (tagged APOBEC3G with the HIV-1 protein that degrades it), YFP fluorescence, overnight. AID 602310;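 note: potency is the fitted concentration of half-maximal effect; % is set by controls: 0 for no effect and ±100 for the full control effect; nearly all actives have a fitted effect of over 60% in size; hits raise eYFP signal because A3G escapes Vif-driven loss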
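HeLa cells stably expressing Vif and C-terminally eYFP-tagged A3G, seeded overnight at 37 deg C, then exposed to compound by pintool overnight at 37 deg C. Rise in yellow fluorescence (Ex 488/Em 500-530, Acumen) marks blocked Vif-driven A3G degradation.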
Active calls of the source: *; u = inconclusive; x = not tested or not shown; & = joins results of further samples. Unless noted, calls come from the whole dose curve; as a rule, active = well fitted curve in the direction sought with a large enough effect; inconclusive = small, poorly fitted or top-dose-only effect, or another doubt; inactive = no such curve, though single readings can be large; an effect the other way counts as inactive or inconclusive.

No.	SMILES	D1 agonist	RXFP1 agonist	Vif-A3F inh	D1 potentiator	D2 PAM	D1 antag	RXFP1 antag	Glioma ERSR ind	Vif-APOBEC3G blk
1	COc1ccc(CCNC(=O)Cn2nnc(-c3ccc(Cl)cc3)n2)cc1OC	16	0.2%	2%	1	1	-21	6	-4%	4%
2	CC(=O)Nc1ccc(S(C)(=O)=O)c(C)c1	3	-0.3%	-13%	-3	-4	14	2	-5%	-1%
3	Cc1nnc(SC/C=C/c2ccccc2)n(N)c1=O	9	0.3%	4%	-5	4	-23	-13	-2%	-1%
4	O=C(c1cc([N+](=O)[O-])ccc1N1CCOCC1)N1CCN(S(=O)(=O)c2ccc(F)cc2)CC1	-1	0.2%	-4%	-6	-1	-1	x	-1%	-2%
5	CCOc1ccc(N2C(=O)CC(/C=C3/N(C)c4ccccc4C3(C)C)C2=O)cc1 (centres undefined)	2	1.5%	u	-7	2	-8	-17	-1%	-4%
6	COc1ccc(CC(=O)OC2CCCN(C)C2)cc1 (centres undefined)	2	1.6%	13%	-5	-2	-1	24	1%	0%
7	CCOC(=O)CN1CC23C=CC(O2)C(C(=O)Nc2cc(OC)ccc2OC)C3C1=O (centres undefined)	10	0.7%	-8%	18	-16	42	x	0%	0%
8	COc1cc(/C=N/NC(=O)C(=O)N2CCCCCC2)ccc1O	2	0.5%	5%	5	11	8	-12	-8%	2%
9	Cc1nc([N+](=O)[O-])c(N2CCN(Cc3ccccc3)CC2)n1Cc1ccccc1	1	0.4%	11%	14	-2	8	-2	-5%	1%
10	CCn1c2ccccc2c2cc(/C=N/n3c(C)nnc3C)ccc21	5	4.9%	-9%	5	7	-25	-1	-2%	-16%
11	COc1cccc(/C(C)=N/Nc2ncc(Cl)cc2Cl)c1	2	0.9%	0%	-6	7	7	-1	2%	-4%
12	N#Cc1c2c(c(NCc3ccco3)n3c1nc1ccccc13)CCC2	2	3.6%	-22%	1	4	10	-4	-6%	2%
13	C=CCn1c(SCC(=O)Nc2ccc(F)cc2F)nnc1-c1cnccn1	0	2.4%	1%	4	2	12	-2	2%	0%
14	O=C(N/C=N/OCc1ccc(Cl)cc1Cl)NOCc1c(Cl)cccc1Cl	4	2.0%	1%	2	-6	5	-5	-11%	4%
15	CCCCN(C(=O)c1ccc(Cl)c(S(=O)(=O)N2CCOCC2)c1)c1c(N)n(CCC)c(=O)[nH]c1=O	2	-3.1%	8%	5	0	18	2	-1%	3%
16	CC(C(=O)OCC(=O)c1ccccc1)N1C(=O)c2ccccc2C1=O (centres undefined)	7	0.4%	8%	-2	4	3	-15	-3%	0%
17	O=C(Cn1cc(C(F)(F)F)ccc1=O)N/N=C/c1ccccc1	3	1.0%	0%	-4	-11	15	4	-2%	-1%
18	Cc1nc2c(C(=O)NCc3ccccc3Cl)c[nH]n2c(=O)c1Cc1cccc(Cl)c1	-1	-3.3%	-3%	0	-5	-26	x	-2%	-7%
19	CC(C(=O)Nc1ccccc1)n1nnc2sc3c(c2c1=O)CCCC3 (centres undefined)	-1	-1.7%	x	7	7	1	-9	x	x
20	O=C(NCC(=O)N1CC=C(c2ccccc2)CC1)c1ccccc1Br	3	-0.1%	7%	-7	3	0	-8	-1%	-18%
21	CN(C)S(=O)(=O)N1CCC(N2CCN(Cc3ccc(F)cc3)C(=O)C2=O)CC1	3	3.7%	1%	-4	6	0	1	-3%	6%
22	COc1cccc(NC(=O)CN2CCCN(S(=O)(=O)c3ccc(Br)cc3)CC2)c1	0	-2.1%	4%	-3	-5	-10	-11	-2%	5%
23	Cc1ccc(C2C=C(c3ccc(Cl)cc3)Nc3nc(NC(=O)CCC(=O)O)nn32)cc1 (centres undefined)	26	0.1%	6%	2	5	-3	0	1%	-2%
24	Cc1cc(C(=O)Nc2ccc(S(=O)(=O)Nc3nccs3)cc2)c(C)o1	0	-0.2%	-1%	-1	-1	-9	15	2%	-1%
25	Cc1ccc(-n2c(SCC(=O)NCc3ccccc3)nc3n[nH]c(C)c3c2=N)cc1Cl	6	u	-9%	-9	-10	1	-16	-6%	2%
26	COC(=O)c1cc2c(ccn2-c2ccc(F)cc2)n1Cc1ccc(C#N)cc1	8	-0.1%	3%	9	1	42	-3	-1%	0%
27	CC(C)N1CCC(N2CCN(C3CCCCC3)CC2CCO)CC1 (centres undefined)	3	1.5%	-2%	2	4	-5	6	-2%	0%
28	CSc1ncnc2c1ncn2CCCN(C)Cc1ccco1	x	x	-5%	x	x	x	4	-1%	-3%
29	COc1ccc(N2C(=O)c3ccccc3NC2c2ccc(OC)c(COc3ccccn3)c2)cc1 (centres undefined)	4	-0.5%	-4%	-3	1	-14	-5	1%&1%	0%&-1%
30	O=C(NC(=S)Nc1nc2ccccc2s1)c1cccs1	1	-0.1%	u	-8	-12	3	-3	6%	-30%
31	COc1ccc(S(=O)(=O)N(C)C)cc1NC(=O)COC(=O)c1nc2nccc(C)n2n1	1	21%	0%	-2	7	-4	-1	-2%	-1%
32	CN(CC(=O)NC(c1ccccc1)c1ccccc1)Cc1nc2ccccc2c(=O)[nH]1	0	-0.2%	-2%	5	-5	-10	-3	u	2%
33	Cc1ncoc1C(=O)Nc1ccccc1-c1ccccc1	1	0.7%	-7%	1	6	-16	22	-3%	0%
34	CN1/C(=C\C(=O)C[n+]2ccc3ccccc3c2)C(C)(C)c2ccccc21	2	1.1%	u	-2	-9	-5	11	-5%	1%
35	COC(=O)c1cc2oc(C)cc2n1CC(=O)Nc1ccc(C)c(C)c1	2	-0.6%	-2%	-3	x	-24	2	2%	-1%
36	CCN(CC)S(=O)(=O)c1ccc(C)c(NC(=O)c2cc(C)oc2C)c1	0	-1.1%	1%	9	9	2	6	-1%	4%
37	CCOC(=O)N1CCC(n2c(=S)[nH]c3ccccc3c2=O)CC1	-2	2.2%	-7%	-4	-5	x	-10	-4%	-1%
38	CCn1ncc(C2=NOC(C(=O)Nc3ccccc3C(=O)OC)C2)c1C (centres undefined)	8	3.1%	-5%	-3	17	4	-14	1%	2%
39	CCOc1ccc2c(c1)C(=NNC(=O)c1ccncc1)c1cc(OCC)ccc1-2	0	-3.3%	-1%	3	1	6	-20	3%	-5%
40	Cc1ccc(CC(CC(=O)Nc2cccc(C(F)(F)F)c2)C(=O)O)cc1 (centres undefined)	4	0.7%	-5%	-4	-7	4	16	3%	-1%
41	Cc1ccc([N+](=O)[O-])cc1S(=O)(=O)Nc1ccc(-c2ccc(N3CCOCC3)nn2)cc1	0	1.6%	3%	-7	2	-10	-11	-2%	0%
42	COC(=O)[C@@]1(C)CC[C@]2(C)CC[C@@]3(C)C(=CC(=O)C4[C@@]5(C)CC[C@H](O)C(C)(C)[C@@H]5CC[C@]43C)[C@H]2C1 (some centres undefined)	0	0.0%	-4%	4	-4	6	x	8%	2%
43	CCCCN(C(=O)CC1CCCCC1)c1c(N)n(CCCC)c(=O)[nH]c1=O	x	x	-3%	x	x	x	0	-7%	-5%
44	CCCCOc1cccc(C(=O)NC(=S)Nc2ccc(Cl)c(C(=O)O)c2)c1	0	0.6%	2%	-4	-3	-25	3	0%	4%

In the list so far, eight contain a Cl atom:
No.	SMILES	D1 agonist	RXFP1 agonist	Vif-A3F inh	D1 potentiator	D2 PAM	D1 antag	RXFP1 antag	Glioma ERSR ind	Vif-APOBEC3G blk
1	COc1ccc(CCNC(=O)Cn2nnc(-c3ccc(Cl)cc3)n2)cc1OC	16	0.2%	2%	1	1	-21	6	-4%	4%
11	COc1cccc(/C(C)=N/Nc2ncc(Cl)cc2Cl)c1	2	0.9%	0%	-6	7	7	-1	2%	-4%
14	O=C(N/C=N/OCc1ccc(Cl)cc1Cl)NOCc1c(Cl)cccc1Cl	4	2.0%	1%	2	-6	5	-5	-11%	4%
15	CCCCN(C(=O)c1ccc(Cl)c(S(=O)(=O)N2CCOCC2)c1)c1c(N)n(CCC)c(=O)[nH]c1=O	2	-3.1%	8%	5	0	18	2	-1%	3%
18	Cc1nc2c(C(=O)NCc3ccccc3Cl)c[nH]n2c(=O)c1Cc1cccc(Cl)c1	-1	-3.3%	-3%	0	-5	-26	x	-2%	-7%
23	Cc1ccc(C2C=C(c3ccc(Cl)cc3)Nc3nc(NC(=O)CCC(=O)O)nn32)cc1 (centres undefined)	26	0.1%	6%	2	5	-3	0	1%	-2%
25	Cc1ccc(-n2c(SCC(=O)NCc3ccccc3)nc3n[nH]c(C)c3c2=N)cc1Cl	6	u	-9%	-9	-10	1	-16	-6%	2%
44	CCCCOc1cccc(C(=O)NC(=S)Nc2ccc(Cl)c(C(=O)O)c2)c1	0	0.6%	2%	-4	-3	-25	3	0%	4%

Not all compounds are listed (hit frequency here may not be typical).
